# High-throughput results (PubChem BioAssay)
# LmPK inhibitor – LmPK (Leishmania mexicana) enzyme inhibition. purified LmPK, Kinase-Glo ATP luminescence, 1 h. Potency, µM (top dose mostly 57.5 µM), without a hit: at the top dose activity change, negative = inhibition, hits mostly inhibitors. 290,000 tested, 0.37% active; also: potency is read from the fitted curve at half-maximal effect; % is scaled to controls: 0 for no effect and ±100 for the full control effect
# Target sequence (Q27686 whole entry, looked up): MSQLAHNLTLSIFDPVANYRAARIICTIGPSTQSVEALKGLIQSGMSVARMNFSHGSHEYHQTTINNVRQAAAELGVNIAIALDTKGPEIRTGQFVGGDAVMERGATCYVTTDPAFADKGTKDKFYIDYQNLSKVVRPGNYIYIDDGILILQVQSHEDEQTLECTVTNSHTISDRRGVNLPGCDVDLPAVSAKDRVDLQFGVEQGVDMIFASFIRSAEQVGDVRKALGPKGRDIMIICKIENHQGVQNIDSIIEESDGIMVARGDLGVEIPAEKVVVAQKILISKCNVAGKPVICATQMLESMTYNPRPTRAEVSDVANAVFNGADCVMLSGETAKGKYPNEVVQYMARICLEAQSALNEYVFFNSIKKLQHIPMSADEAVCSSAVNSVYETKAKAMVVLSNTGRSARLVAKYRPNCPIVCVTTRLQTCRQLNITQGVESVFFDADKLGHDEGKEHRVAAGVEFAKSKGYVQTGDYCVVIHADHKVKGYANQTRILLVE
#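 0.1 nM LmPK, 0.5 mM PEP, 0.1 mM ADP; 50 mM imidazole pH 7.2, 7 mM MgCl2, 50 mM KCl; 1 h RT. Kinase-Glo luminescence readout, normalized to no-enzyme (full inhibition) and uninhibited wells.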
# AmpC no deterg – AmpC beta-lactamase inhibition without detergent; AmpC nitrocefin hydrolysis, absorbance 480 nm, 0.0001% Triton; Potency, µM (doses to about 57.1 µM), for the others: at the top dose activity change, negative = inhibition, usual class: inhibitors; 330,000 tested, 0.52% active; AID 485341; P00811;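 also: potency is read from the fitted curve at half-maximal effect; plate controls were no compound for no effect and no enzyme for full effect; nearly all actives have a fitted effect of over 20% in size; some results filed as inactive show a strong effect at the top dose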
# Target sequence (P00811 whole entry, looked up): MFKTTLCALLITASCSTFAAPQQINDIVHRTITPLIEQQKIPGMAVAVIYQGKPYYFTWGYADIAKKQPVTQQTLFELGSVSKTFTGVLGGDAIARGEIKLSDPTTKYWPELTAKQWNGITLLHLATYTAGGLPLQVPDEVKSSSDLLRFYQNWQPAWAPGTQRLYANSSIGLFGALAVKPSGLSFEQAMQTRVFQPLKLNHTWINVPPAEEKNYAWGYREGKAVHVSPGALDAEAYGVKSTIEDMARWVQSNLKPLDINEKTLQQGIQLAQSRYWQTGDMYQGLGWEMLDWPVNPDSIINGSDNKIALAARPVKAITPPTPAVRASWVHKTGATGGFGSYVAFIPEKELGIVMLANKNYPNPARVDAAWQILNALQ
#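 AmpC (5.3 nM in the dispensed reagent) in 20 mM phosphate pH 7.0 with 0.01% (detergent screen) or 0.0001% Triton X-100 was preincubated with compounds for 15 min at room temperature. Nitrocefin was then added from an 800 uM solution, and hydrolysis was followed at 480 nm.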
# Pf growth 48h – inhibits P. falciparum growth in the first generation, 48 h; Potency, µM (highest dose often 28.7 µM), for inactives: at the top dose activity change, negative = inhibition, hits mostly inhibitors; P. falciparum luciferase growth in erythrocytes, 48 h; 310,000 tested, 5.9% active; AID 504832; also: potency is read from the fitted curve at half-maximal effect; % is scaled to controls: 0 for no effect and ±100 for the full control effect
#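 Luciferase-expressing parasites in RBCs, 2% Hct / 0.1% parasitemia final; RPMI 1640 + 0.5% Albumax; 37 C, 5% CO2, one generation; luminescence read-out, lower signal = inhibition.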
# Pf growth 96h – P. falciparum growth inhibition at 96 hours; P. falciparum luciferase reporter growth, 96 h; Potency, µM (top dose mostly 28.7 µM), for the others: at the top dose activity change, negative = inhibition, actives largely listed as inhibitors; 320,000 tested, 6.9% active; AID 504834; also: potency is read from the fitted curve at half-maximal effect; % is scaled to controls: 0 for no effect and ±100 for the full control effect
#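 Luminescence readout: decreased luciferase signal marks inhibited growth of reporter-expressing P. falciparum in infected red cells (2% hematocrit, 0.05% parasitemia final), exposed to compound two generations (96 h, 37 C, 5% CO2).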
# Shiga inhibitor – blocks Shiga toxin action in Vero cells; Vero cells, Shiga toxin protein synthesis inhibition reporter; inhibition, % at 38.7 µM; 290,000 tested, 9.2% active; in the data active = inhibition mostly above about 28%, no sharp cut-off; inactive = mostly below about 43%; also: 0% is about no effect
# Cycloheximide cs – counter-screen for Shiga toxin inhibitors: cycloheximide protein synthesis inhibition; cell reporter, cycloheximide protein synthesis inhibition counterscreen; max response, %; 300,000 tested, 12% active; in the data active = max response mostly above about 13%, no sharp cut-off; inactive = mostly below about 14%; also: read at 38.3 µM for the half of the compounds with a filed dose; 0% is about no effect
# TbPYK inhibitor – blocks Trypanosoma brucei pyruvate kinase. Potency, µM (doses to about 76.8 µM), for the others: top-dose activity, negative = inhibition, actives largely listed as inhibitors. Q57TT1. TbPYK enzyme, Kinase-Glo Plus ATP luminescence, 45 min. 410,000 tested, 0.12% active; also: potency is read from the fitted curve at half-maximal effect; % is scaled to controls: 0 for no effect and ±100 for the full control effect; nearly all actives have a fitted effect of over 50% in size
#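 Assay buffer: 50 mM TEA pH 7.2, 100 mM KCl, 10 mM MgCl2, 0.05% BSA, 0.01% Tween-20. Pyruvate kinase from T. brucei plus substrate met compound, then ADP (130 uM final). Luminescence was read post 45 min RT.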
# Starred values were filed as active, the others as inactive; ? = inconclusive; / = not tested or not shown; [ ] = another dose, or the depositor's remark. Unless noted, calls follow the shape of the dose curve; as a rule, active = well fitted curve in the direction sought with a large enough effect; inconclusive = small, poorly fitted or top-dose-only effect, or another doubt; inactive = no such curve, though single readings can be large; an effect the other way counts as inactive or inconclusive.
SMILES,LmPK inhibitor,AmpC no deterg,Pf growth 48h,Pf growth 96h,Shiga inhibitor,Cycloheximide cs,TbPYK inhibitor
COC(=O)c1ccc(Oc2cc(C)nc(-n3nc(C)cc3C)n2)cc1,2%,99%[activator],?,-8%,-10,-1,-5%
Cc1cc([N+](=O)[O-])nn1CC(=O)Nc1nc2ccccc2s1,3%,-34%,11%,-1%,10,5,-1%
O=S(=O)(Nc1cccc(-n2cnnn2)c1)c1cccc(Cl)c1,7%,-19%,-5%,-14%,-7,-2,0%
CCOC(=O)C1=C(CNC2CCCCC2)NC(=O)NC1c1cc(C)ccc1C (stereo not drawn),8%,48%,10µM*,/,-7,5,-6%
CN(CC(=O)Nc1c(Cl)cccc1Cl)C(=O)CNC(=O)c1ccc2ccccc2c1,/,-16%,1%,21%,/,/,-6%
Cc1cc(N2CCCC2)nc(N2C3CCC2CC(O)(c2ccc(F)cc2)C3)n1 (stereo not drawn),1%,61%[activator],?,145%[activator],18,-6,/
O=C1Nc2ccccc2C12OCC(COc1ccc(Cl)cc1)O2 (stereo not drawn),-3%,-9%,12%,/,11,7,4%
CCOC(=O)N1CCN(Cc2nnc(-c3cccc(Br)c3)o2)CC1,1%,59%,3%,20%,14,-2,4%
COc1cccc(C2CC3C(=O)C=CC2N3Cc2ccccc2)c1 (stereo not drawn),-4%,-18%,-18%,?,-12,-6,-8%
Cc1occc1C(=O)N/N=C/c1cccnc1,?,-17%,50%[activator],24%,75*,25*,-4%
CCOc1cc(-c2cn(S(=O)(=O)c3cccc4nsnc34)nc2N)cc(OCC)c1OCC,6%,5%,/,?,6,16,-3%
CCOc1ccc(C(=O)NNC(=O)CCNC(=O)c2ccco2)cc1OC,/,-13%,7%,28%,/,/,7%
CCSc1nnc(NC(=O)C2CC(=O)N(Cc3ccccc3)C2)s1 (stereo not drawn),-16%,18%,-29%,?,-10,10,1%
Cc1sc2nc(C)n(/N=C/c3ccc(O)cc3)c(=O)c2c1C,5%,-10%,/,?,-4,-3,/
CSc1nc(/C=C2\C=Nc3ccccc32)c(O)n1C,-14%,-22%,?,32%[activator],117*,17*,8%
CC(C)CNS(=O)(=O)c1ccc(CCC(=O)NCC2CCCO2)cc1 (stereo not drawn),-3%,-20%,-15%,?,-4,-3,0%
CCN(CC)CCN1C(=O)c2ccccc2NC1c1ccc(Br)cc1 (stereo not drawn),-4%,15%,1µM*,13µM*,-29,-17,-5%
CC(=O)Nc1ccc(C(=O)NCC(=O)OCc2ccccc2F)cc1,-1%,-3%,0%,?,-5,-1,2%
O=C(O)C1(S(=O)(=O)CCC(F)=C(F)F)CC1,1%,-10%,24%,45%[activator],7,10,-3%
Cc1ccc(CN(Cc2ccccn2)C(=O)Nc2ccc(C)c(C)c2)cc1,5%,-6%,?,?,-10,-4,5%

# Rewritten with values under each structure: part of the list above.
# Each structure is followed by: LmPK inhibitor | AmpC no deterg | Pf growth 48h | Pf growth 96h | Shiga inhibitor | Cycloheximide cs | TbPYK inhibitor
- CCOc1ccc(C(=O)NNC(=O)CCNC(=O)c2ccco2)cc1OC
    / | -13% | 7% | 28% | / | / | 7%
- CN(CC(=O)Nc1c(Cl)cccc1Cl)C(=O)CNC(=O)c1ccc2ccccc2c1
    / | -16% | 1% | 21% | / | / | -6%
- Cc1cc(N2CCCC2)nc(N2C3CCC2CC(O)(c2ccc(F)cc2)C3)n1 (stereo not drawn)
    1% | 61%[activator] | ? | 145%[activator] | 18 | -6 | /
- CSc1nc(/C=C2\C=Nc3ccccc32)c(O)n1C
    -14% | -22% | ? | 32%[activator] | 117* | 17* | 8%
- CC(=O)Nc1ccc(C(=O)NCC(=O)OCc2ccccc2F)cc1
    -1% | -3% | 0% | ? | -5 | -1 | 2%
- CCOc1cc(-c2cn(S(=O)(=O)c3cccc4nsnc34)nc2N)cc(OCC)c1OCC
    6% | 5% | / | ? | 6 | 16 | -3%

# More results follow:
SMILES,LmPK inhibitor,AmpC no deterg,Pf growth 48h,Pf growth 96h,Shiga inhibitor,Cycloheximide cs,TbPYK inhibitor
COc1cccc2c1OCC1COc3c(c(=O)n(C)c(=O)n3C)C21 (stereo not drawn),-6%,-17%,/,-3%,-12,-5,2%
CCCc1nc(SCC(=O)Nc2ccc(N3CCOCC3)cc2)c2ccccc2n1,-2%,-10%,10%,-24%,-2,0,-2%
COc1ccc(-c2nc(CS(=O)CC(=O)NCc3ccc(Cl)cc3)c(C)o2)cc1OC (stereo not drawn),8%,135%[activator],-16%,?,-9,1,-5%
CCN(CC)S(=O)(=O)c1cccc(NC(=O)c2cc3ccccc3o2)c1,4%,-27%,?,?,55*,22,4%
COc1ccc(C(=O)Oc2c(C)occc2=O)cc1OC,-8%,-5%,2%,50%[activator],-3,-3,-9%
CCOC(=O)CCNC(C)C1COc2ccccc2O1 (stereo not drawn),-7%,-8%,26%,7%,15,-1,-9%
CN(C(=O)CC1C(=O)NCCN1CC(c1ccccc1)c1ccccc1)C(C1CC1)C1CC1 (stereo not drawn),1%,157%[activator],?,?,9,-2,-1%
CCCCNS(=O)(=O)/C=C/c1ccccc1,1%,-15%,5%,4%,14,-3,-4%
O=C(NCC1CCCO1)C1c2ccccc2C(=O)N1C1CCCCCC1 (stereo not drawn),-1%,-10%,18%,?,-9,-1,2%
CCc1nc(C)cn1S(=O)(=O)c1cc(Cl)c(OC)cc1Cl,-2%,9%,14%,69%[activator],-19,-4,2%
O=C(Nc1ccccc1Cl)C1CCCN1C(=O)OCc1ccccc1 (stereo not drawn),-6%,0%,12%,?,-10,9,-4%
Cc1nnc(SCC(=O)N(C)c2ccccc2)n1-n1cccc1,/,-4%,-3%,-1%,/,/,-6%
NS(=O)(=O)c1ccc(N/N=C/c2cn(-c3ccccc3)nc2-c2ccccc2)c([N+](=O)[O-])c1,-8%,-33%,4.1µM*,?,-11,1,0%
CCN1CCN(c2nc3sc4c(c3c(=O)n2-c2ccc(OC)cc2)CCCCC4)CC1,-1%,154%[activator],?,?,-18,-6,-7%
CCOc1ccc(/C(O)=C2/C(=O)C(=O)N(c3ccccn3)C2c2ccc(C)cc2)c(C)c1 (stereo not drawn),0%,-20%,23%,-11%,25,7,4%
Cc1sc2ncn(CC(=O)NCCCOC(C)C)c(=O)c2c1S(=O)(=O)N1CCN(c2ncccn2)CC1,9%,-6%,-15%,7%,-3,-2,-2%
C#CCOCCOCCOCCNc1nc(N2CCN(C(=O)[C@H]([C@@H](C)CC)n3cc(CCCCN)nn3)CC2)nc(N2CCN(C(=O)[C@H](CCCCN)n3cc(CCC(=O)O)nn3)CC2)n1,/,217%[activator],12%,88%[activator],/,/,3%
CCCSC1=C(C#N)C(c2ccc(OC)cc2)C2=C(CC(C)(C)CC2=O)N1 (stereo not drawn),4%,-35%,?,?,-4,-4,-1%
C=CCNc1nnc(SCC(=O)N2CCC(C(N)=O)CC2)s1,/,-10%,19%,?,/,/,3%
COc1ccc(Cl)cc1C(=O)NNC(=O)COC(=O)CC(NC(C)=O)c1ccccc1 (stereo not drawn),/,17%,-11%,-5%,/,/,1%
CCCCn1c(N)c(-c2nc3ccccc3o2)c2c([N+](=O)[O-])nn(CC)c(=O)c21,1%,-28%,-4%,-5%,-6,-1,1%
COc1ccc(S(=O)(=O)Nc2cc(C(C)C)c(O)cc2C)cc1,-19%,-32%,-13%,5%,-9,-4,-1%
Nc1nc(CCOc2ccc(F)cc2)cs1,-4%[11.5 µM],-15%,204%[activator],137%[activator],154*,33*,7%
CCCCn1c(=O)c(C(=O)NCc2ccncc2)c(O)c2ccccc21,15%,74%[activator],/,9%,31,3,-2%
CSc1nnc(C(C)(C)C)c(=O)n1/N=C/c1c(O)ccc2ccccc12,2%,-14%,?,-4%,20,1,1%
O=C(CN1C(=O)CCS(=O)(=O)c2ccccc21)Nc1ccc(F)cc1,1%,7%,31%[activator],32%[activator],-7,-1,1%
COc1cc(OC)c(N(C)S(=O)(=O)c2cccc(C(=O)NC(C)C3CC4CCC3C4)c2)cc1Cl (stereo not drawn),2%,-13%,-7%,2.6µM*,-8,-1,4%
CN1C2CCC1CC(OC(=O)c1ccc([N+](=O)[O-])cc1)C2 (stereo not drawn),-2%,-24%,6%,23%,12,6,4%

# Part of the list above in order of molecular weight, descending:
SMILES,LmPK inhibitor,AmpC no deterg,Pf growth 48h,Pf growth 96h,Shiga inhibitor,Cycloheximide cs,TbPYK inhibitor
COc1cc(OC)c(N(C)S(=O)(=O)c2cccc(C(=O)NC(C)C3CC4CCC3C4)c2)cc1Cl (stereo not drawn),2%,-13%,-7%,2.6µM*,-8,-1,4%
CCCCn1c(N)c(-c2nc3ccccc3o2)c2c([N+](=O)[O-])nn(CC)c(=O)c21,1%,-28%,-4%,-5%,-6,-1,1%
CSc1nnc(C(C)(C)C)c(=O)n1/N=C/c1c(O)ccc2ccccc12,2%,-14%,?,-4%,20,1,1%
O=C(CN1C(=O)CCS(=O)(=O)c2ccccc21)Nc1ccc(F)cc1,1%,7%,31%[activator],32%[activator],-7,-1,1%
COc1ccc(S(=O)(=O)Nc2cc(C(C)C)c(O)cc2C)cc1,-19%,-32%,-13%,5%,-9,-4,-1%
CN1C2CCC1CC(OC(=O)c1ccc([N+](=O)[O-])cc1)C2 (stereo not drawn),-2%,-24%,6%,23%,12,6,4%
Nc1nc(CCOc2ccc(F)cc2)cs1,-4%[11.5 µM],-15%,204%[activator],137%[activator],154*,33*,7%
